# Screens deposited in PubChem BioAssay by several laboratories.
# ABCG2 block: inhibitors of human ABCG2 transporter, ABCB1 counter-screen; Q9UNQ0; AID 1325; actives 0.1% (n = 190,000); IgMXP3 cells, JC-1 efflux, flow cytometry; inhibition, % at 6.6 µM;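 active means inhibition above 80%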;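 further: 0% = DMSO and 100% = nicardipine control wells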
# Target sequence (Q9UNQ0 whole entry, looked up): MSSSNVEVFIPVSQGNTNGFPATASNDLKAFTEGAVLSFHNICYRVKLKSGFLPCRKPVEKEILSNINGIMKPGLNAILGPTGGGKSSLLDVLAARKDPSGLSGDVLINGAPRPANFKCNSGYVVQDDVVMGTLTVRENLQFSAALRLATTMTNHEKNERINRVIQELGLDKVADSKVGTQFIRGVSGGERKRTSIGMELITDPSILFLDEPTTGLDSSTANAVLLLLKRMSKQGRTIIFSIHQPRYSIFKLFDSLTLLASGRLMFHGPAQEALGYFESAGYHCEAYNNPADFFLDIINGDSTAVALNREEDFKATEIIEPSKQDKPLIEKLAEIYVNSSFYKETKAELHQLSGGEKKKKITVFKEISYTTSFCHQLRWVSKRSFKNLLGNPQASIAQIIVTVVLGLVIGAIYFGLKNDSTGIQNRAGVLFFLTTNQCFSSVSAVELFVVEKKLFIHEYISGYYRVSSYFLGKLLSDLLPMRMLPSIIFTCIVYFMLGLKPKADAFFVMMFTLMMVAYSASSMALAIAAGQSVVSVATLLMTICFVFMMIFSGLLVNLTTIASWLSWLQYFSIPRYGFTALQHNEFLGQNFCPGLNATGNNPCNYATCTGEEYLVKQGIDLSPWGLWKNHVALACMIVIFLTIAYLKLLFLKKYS
#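 material = IgMXP3 (ABCG2) plus far-red-tagged CCRF-Adr (ABCB1) cells | amount = 3 million cells/mL, equal mix of both lines | also added = JC-1 transporter substrate | dosing = one concentration, 6.6 µM final | schedule = 10 min at 25 °C | measured by = flow cytometric JC-1 green MFI at 530 nm | read-out basis = percent efflux inhibition, scaled nicardipine 100% to DMSO 0%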
# Rac1 act GTP bind: modulators of GTP binding to human Rac1 activated mutant; AID 764; GST-Rac1 activated beads, fluorescent GTP binding, flow cytometry; actives lie on both sides; 100% means binding = to untreated wells; P63000; percent activity (GTP binding), % at 10 µM; actives 0.11% (n = 190,000);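 active means GTP binding at least 20 percentage points away from the 100% baseline, in either direction, so actives lie on both sides; inconclusive means Compound likely fluorescent itself, or too few beads counted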
# Rab7 wt modul: modulators of GTP binding to dog Rab7 wildtype GTPase | AID 758 | actives 0.055% (n = 190,000) | GST-Rab7 beads, fluorescent GTP binding, flow cytometry; actives lie on both sides; untreated = 100%, excess cold GTP = 0% | GTP binding activity (percent of control), % at 10 µM;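 active means fluorescent GTP binding to Rab7 beads changed by at least 20 points from the 100% baseline, either direction, mostly lower; inconclusive means compound itself probably fluorescent, or too few beads counted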;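 further: median green fluorescence of bound Bodipy-FL-GTP per Rab7 bead population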
# Avidin bead fluor: avidin bead compound fluorescence profile | Avidin beads, compound fluorescence 488/530 nm, flow cytometry; stronger effect = higher value | fluorescence (KMESF) at 10 µM | actives 0.38% (n = 220,000); in the data active means fluorescence above about 47; further: inactives centre near 10
# ABCB1 block: blocks JC-1 efflux by human ABCB1 transporter; actives 0.067% (n = 190,000); CCRF-Adr cells, flow cytometry; inhibition, % at 6.6 µM; P08183; in the data active means inhibition above about 40%;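 further: 0% = vehicle and 100% = reference inhibitor; higher value means more JC-1 retained so stronger ABCB1 efflux block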
# Rab2 wt GTP: changes GTP binding to wildtype dog Rab2A, up or down; GST-Rab2 wt beads, Bodipy-GTP binding, flow cytometry; GTP binding activity, % at 10 µM; actives 0.19% (n = 190,000); AID 760;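 active means GTP binding activity at least 20 points away from 100%, either lowered or raised; inconclusive means signal likely due to the compound's own green fluorescence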;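 further: 0% = beads with excess unlabeled GTP and 100% = no-compound control corrected for plate trend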
# Pf gamet viab: P. falciparum stage V gametocyte viability inhibition | actives 0.065% (n = 150,000) | P. falciparum stage V gametocytes, ATP luminescence, 24 h | AID 743093 | inhibition, % at 10.9 µM;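 active means inhibition above the mean plus 3 SD of compounds within the control limits, set per campaign, cut at about 38% in these data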;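 further: 0% = DMSO wells and 100% = medium only without gametocytes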
# Cdc42 wt: human Cdc42 wildtype GTP binding change, either direction; GST-Cdc42 beads, Bodipy-GTP binding, flow cytometry; actives lie on both sides; P60953; actives 0.2% (n = 190,000); percent activity (GTP binding), % at 10 µM;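 active means percent activity GTP binding at least 20 points away from the 100% baseline, either down as inhibitor or up as activator; inconclusive means compound flagged as likely green fluorescent from well-wide comparison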;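 further: median bead fluorescence of bound Bodipy-FL-GTP at 100 nM; 0% = excess unlabeled GTP control and 100% = no compound control; below 100% means less GTP binding so inhibitor and above means activator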
# Target sequence (P60953 whole entry, looked up): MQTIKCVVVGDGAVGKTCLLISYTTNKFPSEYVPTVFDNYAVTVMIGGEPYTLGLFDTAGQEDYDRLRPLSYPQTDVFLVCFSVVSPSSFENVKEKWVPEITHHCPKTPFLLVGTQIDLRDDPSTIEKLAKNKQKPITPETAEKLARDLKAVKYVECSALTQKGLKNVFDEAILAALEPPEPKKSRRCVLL
# HRas wt GTP: modulators of GTP binding to human HRas wildtype; P01112; GST-Ras wt beads, Bodipy-FL-GTP binding, flow cytometry; actives lie on both sides; GTP binding activity, % at 10 µM; actives 0.14% (n = 190,000);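 active means GTP binding activity at least 20% away from the 100% baseline, either lowered as inhibitor or raised as activator; inconclusive means flagged as likely green fluorescent, judged across all proteins in the well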;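 further: 0% = unlabeled GTP competition control and 100% = no-compound control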
# Target sequence (P01112 whole entry, looked up): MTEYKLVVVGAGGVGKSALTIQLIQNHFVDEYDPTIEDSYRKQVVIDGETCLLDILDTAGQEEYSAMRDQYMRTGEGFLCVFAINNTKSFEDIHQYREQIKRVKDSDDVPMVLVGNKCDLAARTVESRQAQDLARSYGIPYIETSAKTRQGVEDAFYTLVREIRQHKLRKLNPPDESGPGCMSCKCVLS
# Rac1 wt modul: modulators of human Rac1 wildtype GTP binding; actives 0.27% (n = 190,000); GST-Rac1 beads, fluorescent GTP binding, flow cytometry; actives lie on both sides; 0 = cold GTP competed, 100 = untreated; P63000; GTP binding activity (% of control), % at 10 µM; AID 757;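 active means GTP binding activity at least 20 points away from the 100% control level, either lower or higher; inconclusive means compound flagged as likely green fluorescent, judged across all proteins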
# GSH fluor: compound fluoresces at 488/530 nm on GSH beads; GSH beads flow cytometry, compound fluorescence 488/530 nm; stronger effect = higher value; fluorescence (KMESF) at 10 µM; actives 0.25% (n = 190,000); in the data active means fluorescence above about 89;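 further: glutathione beads carrying GST-tagged Bcl family fusion proteins plus one bare bead set; values are compound well signal with DMSO vehicle wells as background; inactives centre near 16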
# * marks the source's active call; other numbers are inactive results; ? = inconclusive; . = no result given; & = joins results of further samples.
SMILES,ABCG2 block,Rac1 act GTP bind,Rab7 wt modul,Avidin bead fluor,ABCB1 block,Rab2 wt GTP,Pf gamet viab,Cdc42 wt,HRas wt GTP,Rac1 wt modul,GSH fluor
N=C1N(/N=C/c2ccccc2)C(=Nc2ccccc2)C(=S)N1c1ccccc1,20,99,98,7,5.6,100,-6,100,100,108,52
O=C(Nc1nnc(SCc2ccc(F)cc2)s1)c1ccc2c(c1)C(=O)N(c1ccccc1Cl)C2=O,-4,87,94,6,-2.0,89,4,92,91,92,17
CC(=O)NC1=NN(C(C)=O)C(c2sccc2C)S1 (stereo not given),0,101,101,9,0.0,103,.,103,100,105,36
CCSc1nnc(NC(=O)C(NC(=O)c2ccc(Cl)cc2)C(C)C)s1 (stereo not given),10,98,100,4,0.5,99,10,100,99,101,12
COc1ccc(C2CC(=O)Nc3n[nH]c(-c4ccccc4)c32)cc1OC (stereo not given),1,96,97,8,0.1,97,10,96,96,103,23
CCc1nnc(SCc2ccc(C(=O)OC)o2)n1N,-1,104,103,7,-0.3,104,.,110,107,108,258*
Cc1nc2ccc(NC(=O)c3cccc(C(F)(F)F)c3)cc2o1,2,95,94,14,-0.1,91,-19,93,95,92,18
CC(C)C(=O)NC(c1ccccc1Cl)c1c(O)ccc2ccccc12 (stereo not given),3,94,93,9,0.9,92,.,97,97,95,21
COc1ccc(-c2cc(=O)c3cc(F)ccc3[nH]2)cc1,4,100,102,10,0.7,101,6,112,102,109,18
O=C(Nc1ccc(NC(=O)C2CCCCC2)cn1)c1ccco1,3,98,96,7,0.4,96,20,98,96,97,37
Cc1ccc(Cn2ccc(NC(=O)c3noc4c3CCCC4)n2)cc1,1,100,99,12,0.5,102,-6,101,103,101,24
NC(=O)c1nsc(C(=O)N(CCc2ccccc2)C(C(=O)NC2CCCC2)c2ccco2)c1N (stereo not given),4,96,99,9,2.0,98,.,99,100,101,29
COc1cc(NC(=O)COC(=O)/C=C/c2ccc(OC)c(OC)c2)cc(OC)c1,-3,93,93,9,0.1,95,-24,92,94,98,10
CCOC(=O)/C(C#N)=C/c1c[nH]c2ccccc12,18,98,100,4&17,1.2,99,5,98,101,98,16
COc1cccc(C2C(C(N)=O)=C(C)Nc3nc(-c4cccc(Cl)c4)nn32)c1 (stereo not given),7,98,96,25,1.3,97,2,97,97,99,25
Cc1ccc(NC(C)c2cc(Cl)ccc2O)cc1 (stereo not given),0,99,101,12,-0.3,102,-15,101,99,102,32
CC1COC(c2cccn2Cc2ccccc2Cl)=N1 (stereo not given),9,99,102,7,1.8,101,10,99,98,96,13
COc1ccc(CNC(=O)c2c([S-])n(-c3ccc(C)cc3)c3cccc[n+]23)cc1,9,96,88,11,4.7,94,7,96,94,97,9
CCO[C@@H]1OC(C(=O)N2CCCCCCC2)=C[C@H](c2cn(C(C)=O)c3ccccc23)[C@H]1CCCO,10,97,95,7,1.1,96,.,97,96,101,18
Cn1cnnc1SCC(=O)Nc1cc(C(F)(F)F)ccc1N1CCOCC1,1,95,99,25,0.3,96,19,96,95,98,11
O=C(NCc1cccs1)C(=O)NCC1OCCCN1S(=O)(=O)c1ccccc1 (stereo not given),8,101,100,15,0.5,100,.,101,101,102,10
COCCCn1c(C2CCCCC2)nc2oc3cc(OC)ccc3c(=O)c2c1=O,10,100,100,23,3.0,101,-20,98,99,101,18
COc1ccc(OCC(=O)OC2CCN(C)CC2)cc1,0,101,103,12,0.1,101,.,104,102,103,11
O=C(O)CSc1nc2c(c(C(F)(F)F)n1)CCc1ccccc1-2,1,92,87,13,0.3,90,.,92,95,92,13
Cc1ccc(C(C)NC(=O)c2ccco2)cc1C (stereo not given),0,99,100,8,0.1,97,.,102,100,104,12
CN(Cc1ccsc1)C(=O)CCc1nnc(Cc2c[nH]c3ccccc23)o1,4,93,93,8,0.3,93,0,94,92,95,11
O=C(COC(=O)/C=C/c1ccc([N+](=O)[O-])cc1)NC(c1ccccc1)c1ccccc1,1,98,99,10,0.2,98,16,97,97,98,13
O=C(Cn1nnc2ccccc21)c1ccccc1,7,97,99,2,0.2,100,2,99,100,103,7
O=C(COc1ccc(Cl)cc1)NNC(=O)CSc1nncs1,-1,97,101,11,0.3,97,10,95,100,100,13
Cc1cc(N/N=C/c2ccc(Cl)cc2)nc(NCc2ccccc2)n1,5,101,98,14,1.5,101,-17,101,100,102,13
COC(=O)c1sc2ccccc2c1NC(=O)c1ccc(S(=O)(=O)N2CCCC(C)C2)cc1 (stereo not given),2,99,100,10,0.2,100,12,100,99,103,12
O=C(Nc1ccccc1)N1CCCC(c2nc(-c3ccc(F)cc3)no2)C1 (stereo not given),4,?,?,12,0.2,?,7,?,?,?,13
Fc1cccc2sc(Nc3nnc(-c4ccco4)o3)nc12,0,97,101,38,0.0,99,.,100,99,98,10
Cc1cc(C)cc(-n2c(SCC(=O)Nc3cccc(S(=O)(=O)NC4=NCCCCC4)c3)nc3ccccc3c2=O)c1,13,96,98,15,4.6,97,-43,101,98,100,13
COc1cccc(NC(=O)c2oc3ccc(S(=O)(=O)N4CCOCC4)cc3c2C)c1,0,?,?,6,0.3,?,5,?,?,?,12
Cc1ccc(C)c(N2CCN(C(=O)CCNC(=O)Cn3ccc4ccccc4c3=O)CC2)c1,9,86,87,13,2.1,86,-5,84,86,85,33
O=C(Cn1nc2ccccc2n1)N/N=C/c1cc([N+](=O)[O-])ccc1O,1,79*,82,18,-0.2,70*,-31,70*,73*,61*,6
Cc1ccc(C(=O)N/C(=C\c2cn(-c3ccccc3)nc2-c2ccccc2)C(=O)N2CCOCC2)cc1,4,102,101,35,1.5,100,.,103,102,106,17
CCC(C)NC(=O)C1CCN(S(=O)(=O)c2cccnc2)CC1 (stereo not given),.,101,99,4,.,102,-4,105,102,104,16
CCOC(=O)c1cc(-c2ccccc2)nc2nc(N3CCCCC3)sc12,38,102,103,13,2.5,101,1,99,103,104,7
CCOC(=O)N1CCC(NC(=O)c2cc(-c3ccc(F)cc3)[nH]c2C)CC1,4,99,98,23,0.2,100,.,103,101,108,9
CCCCOc1ccccc1Cn1c(=O)oc2ccc(C)cc21,2,99,102,37,0.5,102,2,101,102,101,28
Cc1ccc(C2CC(c3ccccc3)=NN2C(=S)Nc2ccccc2)o1 (stereo not given),3,99,102,-1,0.8,102,.,102,102,104,11
Cc1ccsc1-c1n[nH]c(=S)n1C1CCCCC1,-2,100,98,2,-0.2,97,-20,98,98,102,5
COc1ccc(Cc2noc(COc3ccc(Cl)cc3)n2)cc1,-1,96,92,11,-0.1,94,.,96,97,98,92*
COC(=O)c1cc(=O)n(Cc2ccco2)c(=Nc2ccc(F)cc2)s1,0,94,92,6,0.1,96,.,96,95,97,18
Cc1cc2ccccc2c(=O)n1CC(=O)NCc1ccco1,2,97,98,10,0.6,96,.,100,97,98,25
COc1ccccc1S(=O)(=O)Cc1ccc(C(=O)NC2CCCCC2)o1,11,96,96,16,0.7,97,-6,99,99,97,36
CC1=C(C(=O)NCc2ccccc2)C(c2cccs2)NC(=S)N1 (stereo not given),1,98,96,7,0.5,95,15,94,94,100,21
CCCC(C)NC(=O)CSc1nc2ccc(C)cc2[nH]1 (stereo not given),7,95,98,25,0.6,97,11,94,96,97,12
Cc1ccc(S(=O)(=O)NC2(C(F)(F)F)C(=O)Nc3c2c(=O)n(C)c(=O)n3C)cc1 (stereo not given),-7,100,100,39,0.4,102,.,104,102,107,22
CC1(CC(=O)N/N=C/c2ccc(-c3cccc(C(F)(F)F)c3)o2)OCCO1,2,100,105,254*,0.1,98,16,99,100,102,10
COCCn1nnnc1C(c1ccccn1)N1CCN(c2cc(Cl)ccc2C)CC1 (stereo not given),2,93,98,8,0.9,96,.,95,97,97,55
COc1ccc(CC(=O)Nc2nnc(C(C)C)s2)cc1,2,95,95,12,0.8,97,4,97,95,97,24
COc1ccc(C2=NN(CN3C(=O)C(=O)c4ccccc43)C(c3ccc(Br)cc3)C2)cc1 (stereo not given),1,102,103,10,0.4,104,21,106,104,113,12
COc1ccc([N+](=O)[O-])cc1NC(=O)CCNC(=O)Cn1ccc2ccccc2c1=O,7,95,97,12,1.9,92,21,93,94,98,14
CCO[C@H]1OC(C(=O)N2CCN(C)CC2)=C[C@@H](C2CC2)[C@@H]1CCCO,0,97,97,5,0.1,96,.,99,99,99,19
COc1ccc(/C=C/C(=O)NCC2COc3ccccc3O2)c(OC)c1 (stereo not given),11,95,100,12,-1.6,96,-7,97,96,96,14
O=C(CSC1=NCCS1)Nc1ccc(F)cc1,1,96,99,11,0.0,96,-15,95,98,101,25
Cc1ccccc1OCC(=O)OCC(=O)c1ccc(OC(=O)c2ccccc2)cc1,13,101,103,12,2.0,104,8,104,104,100,22
# (continued)
SMILES,ABCG2 block,Rac1 act GTP bind,Rab7 wt modul,Avidin bead fluor,ABCB1 block,Rab2 wt GTP,Pf gamet viab,Cdc42 wt,HRas wt GTP,Rac1 wt modul,GSH fluor
Cc1ccc2c(c1)N(CCC(=O)NCc1ccccn1)C(=O)CO2,3,100,98,6,1.1,99,23,103,99,103,49
N#Cc1c2c(c(NCCCN3CCOCC3)n3c1nc1ccccc13)CCC2,5,94,95,22,1.9,94,-13,91,93,96,21
CC(=O)Nc1nc2c(ncn2COCCOC(C)=O)c(=O)[nH]1,1,101,103,17,0.5,101,.,102,102,103,32
COc1ccc(NCN2C(=O)CCC2=O)cc1,1,99,102,13,0.3,99,-6,100,102,105,19
COc1cc2nc(CN3CCN(C(C)=O)CC3)[nH]c(=O)c2cc1OC,11,96,100,12,0.9,98,5,96,98,100,12
COc1ccc(N2CCN(Cc3oc(CO)cc(=O)c3O)CC2)cc1,2,102,109,8,0.6,104,.,111,107,109,250*
CCCCN1C(=O)/C(=C2/Sc3ccccc3N2C)S/C1=N\c1ncn[nH]1,7,96,95,8,0.9,96,9,96,96,100,10
CC(CN1C(C)CCCC1C)OC(=O)c1ccccc1Cl (stereo not given),1,92,93,9,0.2,97,-14,96,96,96,16
Cc1onc(-c2ccccc2Cl)c1C(=O)OCN1C(=O)c2ccccc2C1=O,1,98,98,8,0.7,101,.,104,102,100,19
